# Bioassay records (PubChem)
# CHRM1 agonist = human M1 muscarinic receptor agonism. activation, % at 3 µM. 0.33% of 360,000 active. CHO-K1 hM1, Fluo-8 calcium fluorescence, agonist mode; 0% DMSO, 100% acetylcholine EC100. P11229;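 active = activation above the run's mean compound activation plus 3 SD, cut at about 16% in these data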;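 note: peak over basal fluorescence ratio within a 140 s kinetic read after compound addition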
# CHRM1 antagonist = human CHRM1 antagonism | CHO-K1 hM1, Fluo-8 calcium fluorescence, ACh EC80 antagonist | AID 588852 | inhibition, % at 3 µM | 1.3% of 360,000 active | P11229;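 active = percent inhibition above its own plate's cutoff, namely the mean of that plate's compound wells plus 3 SD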;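 note: peak over basal fluorescence ratio during 140 s after agonist addition; 0% = ACh EC80 plus DMSO and 100% = DMSO alone without agonist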
# M5 ag = agonists of human muscarinic M5 receptor (CHRM5); activation, % at 3 µM; 0.19% of 360,000 active; P08912; CHO-K1 hM5 cells, Fluo-8 calcium fluorescence; 0% DMSO wells, 100% maximal acetylcholine response; AID 624037;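 active = activation above the run's mean over test compounds plus 3 SD, cut at about 23% in these data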;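 note: signal is peak over basal fluorescence ratio across the kinetic read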
# CHRM4 agonist = agonists of human muscarinic M4 receptor (CHRM4). P08173. CHO-K1 hM4/Gqi5, Fluo-8 calcium fluorescence; vehicle 0%, full acetylcholine response 100%. activation, % at 3 µM. 0.14% of 360,000 active. AID 624127;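 active = activation above the run mean over all test wells plus 3 SD, cut at about 32% in these data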;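 note: peak over basal fluorescence ratio per well then scaled between controls; 0% = DMSO wells and 100% = acetylcholine at EC100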
# Target sequence (P08173 whole entry, looked up): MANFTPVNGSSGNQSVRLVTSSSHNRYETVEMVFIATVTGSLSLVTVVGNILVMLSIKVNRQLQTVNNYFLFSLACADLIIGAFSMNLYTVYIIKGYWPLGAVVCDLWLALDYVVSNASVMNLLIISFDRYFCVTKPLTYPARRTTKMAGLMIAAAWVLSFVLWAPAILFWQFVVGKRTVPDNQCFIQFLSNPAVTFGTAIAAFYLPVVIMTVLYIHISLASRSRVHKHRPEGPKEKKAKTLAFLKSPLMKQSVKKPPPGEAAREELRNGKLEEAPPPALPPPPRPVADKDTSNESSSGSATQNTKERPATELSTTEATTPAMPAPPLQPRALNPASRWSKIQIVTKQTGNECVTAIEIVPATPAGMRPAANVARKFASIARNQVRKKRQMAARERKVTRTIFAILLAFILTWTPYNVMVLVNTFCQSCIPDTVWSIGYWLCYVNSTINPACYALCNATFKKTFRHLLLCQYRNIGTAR
# M4 antag = CHRM4 antagonism in calcium assay; P08173; CHO-hM4 cells, ACh EC80, Fluo-8 calcium fluorescence; inhibition, % at 3 µM; 0.73% of 360,000 active;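 active = inhibition above its plate's cutoff, the mean inhibition of sample wells plus 3 SD, cut at about 27% in these data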;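 note: 0% = acetylcholine EC80 with DMSO and 100% = DMSO without agonist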
# TAAR1 ag = agonists of human TAAR1. CHO RD-HGA16 TAAR1, Fluo-8 calcium fluorescence; vehicle wells 0%, saturating PEA agonist 100%. activation, % at 3 µM. Q96RJ0. AID 624467. 0.99% of 360,000 active;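 active = activation above the mean activation of all test compounds in the run plus 3 SD, cut at about 38% in these data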
# Target sequence (Q96RJ0 whole entry, looked up): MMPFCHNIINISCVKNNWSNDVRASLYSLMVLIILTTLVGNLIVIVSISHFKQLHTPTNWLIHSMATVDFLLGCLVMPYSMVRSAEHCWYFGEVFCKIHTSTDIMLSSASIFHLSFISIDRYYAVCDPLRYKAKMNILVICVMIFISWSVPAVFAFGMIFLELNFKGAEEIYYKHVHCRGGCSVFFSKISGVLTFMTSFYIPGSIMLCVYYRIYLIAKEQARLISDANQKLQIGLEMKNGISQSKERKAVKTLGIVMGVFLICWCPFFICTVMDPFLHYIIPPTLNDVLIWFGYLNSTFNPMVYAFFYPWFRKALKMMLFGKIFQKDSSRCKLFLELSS
#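 System: CHO-derived RD-HGA16 cells with stable Gα16 and human TAAR1 / Times: 17-24 h plating, Fluo-8 75 min 37 °C, 30 min RT / Technique: calcium-sensitive Fluo-8 signal, excitation 470-495, emission 515-575 nm / Measure: % activation relative to PEA EC100 response / Benchmarks: DMSO and PEA EC100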
# CHRM5 PAM = potentiates acetylcholine response at human M5 receptor. P08912. CHO-K1 hM5, Fluo-8 calcium, ACh EC20 PAM; 0% = ACh EC20, 100% = ACh EC100. activation, % at 3 µM. 0.3% of 360,000 active. AID 624038;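 active = activation above the run cutoff, the mean activation of all test compounds plus 3 SD, cut at about 18% in these data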
#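 Test system: CHO-K1 hM5 cells / Doses: single-point, 3 µM nominal / Times: Post-acetylcholine fluorescence recording 140 s / Technique: Fluo-8 calcium fluorescence / Measure: Max/basal fluorescence ratio as % of EC20–EC100 ACh window / Benchmarks: low control EC20 acetylcholine (0%), high control EC100 acetylcholine (100%) / Replicates: one well per compound, no replicates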
# CHRM1 PAM = positive allosteric modulators of human M1 muscarinic receptor | P11229 | CHO-K1 hM1, Fluo-8 calcium fluorescence, ACh EC20; 0% = ACh EC20, 100% = maximal ACh | 0.088% of 360,000 active | activation, % at 3 µM; in the data active = activation above about 19%, passing the limit was not always enough
# CHRM5 antagonist = CHRM5 antagonism in calcium assay. CHO-hM5 cells, Fluo-8 calcium fluorescence, ACh EC80. inhibition, % at 3 µM. 0.59% of 360,000 active. AID 624040;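 active = inhibition above a per-plate cutoff, the mean of that plate's test compounds plus 3 SD, cut at about 27% in these data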;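 note: 0% = acetylcholine EC80 with DMSO and 100% = DMSO without agonist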
# Active calls of the source: *; nt = no result given; & = joins results of further samples. This is a subset, so the mix of outcomes need not match the whole.
smiles	CHRM1 agonist	CHRM1 antagonist	M5 ag	CHRM4 agonist	M4 antag	TAAR1 ag	CHRM5 PAM	CHRM1 PAM	CHRM5 antagonist
COc1ccc(C)cc1NC(=O)CN(c1ccc(F)cc1)S(C)(=O)=O	-1	-5	2	1	-2	14	-7	6	10
CC(=O)CC1(O)C(=O)Nc2ccccc21 (stereo not drawn)	-1&-1	12&-1	1&-1	1&1	2&13	1&1	0&-8	-7&1	7&11
CC(C)CCNC(=O)COc1ccc2c3c(c(=O)oc2c1)CCC3	-4	4	-3	2	25	13	8	-4	10
COc1ccc(NC(=S)NCc2cccnc2)cc1	-13	5	-7	0	8	1	-6	-12	-1
Cc1ccc(Cl)cc1NC(=O)c1cc(NC(=O)C2CCCCC2C(=O)O)ccc1N1CCOCC1 (stereo not drawn)	-3	9	3	4	1	-1	-2	1	3
Cc1cccc(C)c1NC(=O)C1CCCN(CCCc2ccccc2)C1 (stereo not drawn)	-7	97*	-11	2	83*	5	-34	-24	22
CCN(CC)S(=O)(=O)c1ccc(S(=O)(=O)N2CCC(C(=O)NC3CCN(Cc4ccccc4)CC3)CC2)cc1	-11	-8	-5	1	9	nt	2	7	8
COc1cccc(C2/C(=C(\O)c3ccc4c(c3)OCCO4)C(=O)C(=O)N2CCCN2CCOCC2)c1OC (stereo not drawn)	-2	-10	-3	0	1	nt	9	8	-11
Cc1cc(C)cc(NC(=O)Cn2ncn3c(cc4ccccc43)c2=O)c1	-2	-18	2	1	1	39*	-11	3	6
OC(COc1ccccc1)CN1CCCC1 (stereo not drawn)	-5	-17	-3	0	-2	1	-1	9	8
CCOC(=O)N1CCN(C(=O)CC(=O)Nc2ccc3nc4n(c(=O)c3c2)CCCCC4)CC1	-4	-7	-1	-1	14	13	3	7	2
CSCc1ccc(C(=O)NCC(c2cccs2)N2CCOCC2)cc1 (stereo not drawn)	-5	-4	-4	1	-5	0	5	5	6
CC(=O)c1c(Nc2ccc3c(c2)OCCO3)oc(C)cc1=O	-6	-7	-1	1	-8	3	-2	4	4
O=C(O)c1ccc(/C=C/c2nc3sc4c(c3c(=O)[nH]2)CCC4)cc1	-4	-6	-1	1	-3	5	7	8	0
COc1ccc(Sc2nc(-c3ccccc3)ncc2OC)cc1	-4	-3	0	0	-3	1	-2	7	8
O=C(COC(=O)Cn1nnc(-c2ccccc2)n1)Nc1cc(F)ccc1F	0	1	2	0	-2	2	11	5	3
OCC[C@@H]1C[C@H](O)[C@@H](O)[C@@]2(OCCCc3cc(Cl)ccc32)O1	-1	-6	3	1	0	1	9	8	-3
COCCCNC(=O)CN1C(=O)c2cccc3cccc1c23	-2	-14	-3	0	-13	0	2	3	3
CC(C)(C)c1nc2c(s1)CCc1onc(-c3ccc(Cl)cc3)c1-2	-3	22	2	0	8	14	-4	-7	10
O=C(NCc1ccncc1)c1cnccn1	-2	-11	1	0	3	10	-1	3	4
CCOc1ccc(CNc2ccc3c(c2)ncn3C)cc1	-5	-21	-7	1	2	7	-1	3	10
CCOc1ccc(C(=O)Nc2ccc(S(=O)(=O)Nc3nccc(C)n3)cc2)cc1OCC	-4	-3	-4	-1	-6	3	3	9	12
COc1cc(C(=O)O)c([N+](=O)[O-])c(OC)c1OC	-5	-5	-2	0	3	1	-5	3	16
Cc1cccc(OCC(=O)NN2C(=O)C3C4C=CC(O4)C3C2=O)c1 (stereo not drawn)	-7	-7	3	0	1	5	1	13	-9
COc1ccc(S(=O)(=O)N2CCOCC2)cc1NC(=O)/C=C/c1ccc(F)cc1	-5	-2	-5	2	-5	-1	3	2	1
COc1ccc(Cn2c(=O)n(Cc3ccco3)c(=N)c3c4c(sc32)COC(C)(C)C4)cc1	-5	-21	-1	-2	7	-3	7	-1	5
COCCN(CC(=O)Nc1cccc(C)c1C)C(=O)c1cc(-c2cccs2)nn1-c1ccccc1	-3	18	1	14	13	18	-22	-11	20
O=C(Nc1ccc(NC(=O)c2ccco2)cc1)c1ccc2c(c1)OCO2	-4	3	2	4	-7	17	-3	0	2
CC(C)(C)CN1C(N)=NC[C@@H]1Cc1ccccc1	-14	-2	-8	-1	5	15	1	6	9
Cc1ccc(S(=O)(=O)N(C)CCCC(=O)Nc2ccccn2)cc1	-2	-12	1	1	-3	-1	0	6	9
CN(C)/C=N/c1c(C#N)cnn1-c1nc2ccccc2s1	-3	-5	0	0	11	12	1	2	1
CC(=O)N/C(=C\c1ccccc1)C(=O)OCC(=O)c1ccc(F)cc1	-4	-10	3	3	-1	1	1	7	1
O=C1[C@H]2CCC=C[C@H]2[C@H](c2ccccc2Br)N1Cc1ccccc1	-9	-3	-3	-1	-10	-2	0	-4	-8
Cc1ccccc1N=C(NO)c1nonc1N	-7	1	-4	1	-1	-1	-2	7	-10
CC(=O)Nc1ccc(NC(=O)CSCc2ccccc2Cl)cc1	-1	-2	4	2	-5	6	7	9	5
Clc1ccc(-c2csc(N3CCOCC3)n2)cc1	-5	-6	-3	3	-4	4	-3	6	6
O=S(=O)(NCCNS(=O)(=O)c1ccc(F)cc1)c1ccc(F)cc1	-4	-11	0	2	7	2	-3	5	-3
CC(C)C[C@H](NC(=O)Nc1cccc(Br)c1)C(=O)O	-3	-7	-1	1	4	1	-3	8	11
Cc1ccc(S(=O)(=O)NCCC(=O)OCC(=O)N2CCCC2=O)cc1C	0	-4	4	2	-6	3	-8	6	11
CCOC(=O)N1CCN(c2c(NCCCN(CC)CC)c(=O)c2=O)CC1	-5	-4	0	1	1	1	1	6	-5
CSCC[C@H](NC(=O)N1CCn2c1nc1ccccc12)C(=O)N[C@H](Cc1ccccc1)C(=O)O	-3	-15	1	1	2	2	4	10	4
O=C1c2ccccc2C(=O)N1CCCc1nc2ccccc2c(=O)n1Cc1ccco1	-2	-32	-2	2	-3	12	2	7	7
CC(C)(C)C#CCn1c(/C=[N+](\[O-])C2CCCCC2)nc2ccccc21	-4	-5	8	2	-9	nt	-1	4	7
CCN1CCN(c2ncnc3scc(-c4ccc(C)cc4)c23)CC1	-8	9	-8	0	-2	-1	-6	-19	16
NS(=O)(=O)c1ccc(CCNC(=O)CCc2nc3ccccc3s2)cc1	-3	-2	-4	1	6	-2	-4	7	19
Cc1cccc(NC(=O)CNC(=O)[C@H]2O[C@@H](n3cnc4c(N)ncnc43)[C@H](O)[C@@H]2O)c1C	-1	-30	2	1	6	1	5	9	12
CC(=O)C1=C(C)NC(SCC(N)=O)=C(C#N)C1c1cccs1 (stereo not drawn)	-3	-1	-1	2	10	2	-3	4	-1
CCCCn1c(-c2csc3ccccc23)n[nH]c1=S	-15	21	-6	-3	17	11	-15	-24	5
CCN(CC)C(=O)C(C)N1c2cccc3cccc(c23)S1(=O)=O (stereo not drawn)	-2	-6	1	0	-8	2	-5	4	-1
COc1ccnc(Nc2ccc(C)c(C)c2)c1C#N	-2	15	1	0	3	2	-6	-5	4

# (more compounds)
smiles	CHRM1 agonist	CHRM1 antagonist	M5 ag	CHRM4 agonist	M4 antag	TAAR1 ag	CHRM5 PAM	CHRM1 PAM	CHRM5 antagonist
COc1ccc(N(C(C)=O)S(=O)(=O)c2cc(OC)ccc2OC)cc1	-3	-13	-1	1	-4	5	0	13	8
COc1ccccc1N(C)S(=O)(=O)c1ccc(C(=O)OCC(=O)c2c[nH]c3ccccc23)cc1	-5	3	-1	8	2	9	-13	-1	12
Cc1onc(C(=O)NN)c1-c1csc(COc2ccccc2)n1	3	-10	3	4	-8	2	-2	16	4
CCc1ccccc1NC(=O)CNC(=O)c1cn(Cc2ccccc2)nc1-c1cccnc1	-1	-16	5	1	6	1	-17	12	1
CCOc1ccc(N(C)S(=O)(=O)c2ccc(-c3cc(C)no3)s2)cc1	-2	9	0	8	-5	-3	-5	-4	4
Cc1cc(C)c2[nH]c(=O)c(CN(Cc3cccs3)C(=S)NCC3CCCO3)cc2c1 (stereo not drawn)	2	-10	-3	1	-15	5	-4	7	3
N/C(=N\OC(=O)COc1cc(Cl)c(Cl)cc1Cl)c1ccccn1	-3	-6	3	1	3	13	8	-4	-11
CC(Cc1ccccn1)NC(=O)c1ccc(OC2CCN(Cc3ccccn3)CC2)cc1 (stereo not drawn)	-5	6	-5	2	12	2	4	-1	-5
Cc1cccc(NS(=O)(=O)c2cccc(C(=O)N3CCCCCCC3)c2)c1	-2	-6	0	6	-11	5	-5	8	4
CC(C)c1onc(C(=O)N2CCN(c3ccccc3)CC2)c1[N+](=O)[O-]	-1	-6	5	1	2	0	8	4	-8
CS(=O)(=O)N(Cc1ccccc1Cl)c1ccc(C(=O)NCc2ccccn2)cc1	-5	-11	-2	5	-14	11	-7	-12	14
COCCNC(=O)[C@H](C)[C@H]1C[C@]1(C)[C@H](NC(=O)OCc1ccccc1)c1ccccc1	-2	-9	2	3	1	2	-8	8	6
COc1ccc(CC(=O)N[C@@H]2c3ccccc3CC[C@H]2OCc2ccccc2)cc1	-6	-3	0	2	-14	-1	-5	-3	5
O=C(NCc1ccccc1)C1(C(F)(F)F)CC(CCCO)CCCO1 (stereo not drawn)	-5	9	-2	1	1	10	-3	-2	11
Cc1cc(NCCOCCO)n2c(nc3ccccc32)c1C#N	-5	-18	2	1	-2	-1	1	11	-3
CCOC(=O)c1c(/N=C/N(C)C)sc(C(=O)OC)c1C	-2	-16	2	6	10	8	-2	1	-1
COC(=O)c1cc(=O)nc2sccn12	0	6	1	1	1	3	7	2	1
Cc1cc(CN2CCCC(C(=O)Nc3cccc(-n4cccn4)c3)C2)cc(C)c1O (stereo not drawn)	-1	1	-6	9	8	9	0	0	11
CCC1S/C(=C(\C#N)C(N)=O)N(c2ccc(F)cc2)C1=O (stereo not drawn)	-2	-5	-1	0	0	2	3	2	0
CN(C)c1ccc(/C=C2\c3ccccc3C(=O)N2c2ccccc2)cn1	-9	9	-2	3	-22	8	-7	-6	0
Cc1ccc(NC2=NCC(=O)N2CCc2ccccc2)cc1C	1	-10	7	0	1	47*	-1	5	0
CC1(NC(=S)N(CCO)CCO)CCS(=O)(=O)C1 (stereo not drawn)	-5	-8	-1	0	-6	1	0	2	1
CCc1ccc(C(=O)Nc2cc(S(=O)(=O)N3CCOCC3)ccc2N2CCOCC2)cc1	-3	-6	1	1	11	5	4	3	3

# Ordered by value in M4 antag (highest first): 3 of the compounds above.
smiles	CHRM1 agonist	CHRM1 antagonist	M5 ag	CHRM4 agonist	M4 antag	TAAR1 ag	CHRM5 PAM	CHRM1 PAM	CHRM5 antagonist
Cc1cc(CN2CCCC(C(=O)Nc3cccc(-n4cccn4)c3)C2)cc(C)c1O (stereo not drawn)	-1	1	-6	9	8	9	0	0	11
CC1(NC(=S)N(CCO)CCO)CCS(=O)(=O)C1 (stereo not drawn)	-5	-8	-1	0	-6	1	0	2	1
CN(C)c1ccc(/C=C2\c3ccccc3C(=O)N2c2ccccc2)cn1	-9	9	-2	3	-22	8	-7	-6	0
